IMPase cell inh: IMPase inhibition in cells; P97697; CHO-M1 cells, IP1 accumulation, HTRF TR-FRET ratio; inhibition (IP1 accumulation), % at 46.1 µM; 120,000 tested, under 10 active; AID 901; active = well fitted curve in the direction sought with a large enough effect in the signal ratio, not every such curve was filed as active; inconclusive = small, poorly fitted or top-dose-only effect, or a change in a side signal; inactive = no such curve, though single readings can be large or run the other way; the % refers to the signal ratio;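 also: cells stimulated with carbachol in lithium chloride buffer; plate controls were DMSO basal wells for no effect and reference inhibitor wells for full effect; higher means more IMPase inhibition seen as more IP1 and lower FRET ratio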
Target sequence (P97697 whole entry, looked up): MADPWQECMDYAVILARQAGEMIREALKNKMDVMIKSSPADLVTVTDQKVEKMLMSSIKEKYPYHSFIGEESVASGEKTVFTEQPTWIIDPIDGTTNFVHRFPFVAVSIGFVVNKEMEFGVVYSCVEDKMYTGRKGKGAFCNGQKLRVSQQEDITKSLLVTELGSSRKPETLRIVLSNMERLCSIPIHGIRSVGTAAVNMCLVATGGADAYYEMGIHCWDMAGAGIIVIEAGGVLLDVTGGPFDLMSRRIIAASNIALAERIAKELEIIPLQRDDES
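In this qHTS, compounds (final up to 46 uM) act on CHO-M1 cells that are then activated through the M1 receptor with carbachol, in pH 7.4 buffer containing 50 mM LiCl, for 30 min. IP1 accumulation is quantified by the IP-One immunoassay.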
12-hLO inh: blocks human 12-lipoxygenase activity; P18054; purified 12-hLO, xylenol orange hydroperoxide absorbance; Potency, µM (titrated, usually from 57.1 µM), without a hit: at the highest dose activity change, negative = inhibition, usual class: inhibitors; 150,000 tested, 0.12% active; AID 1452; also: potency is read from the fitted curve at half-maximal effect; nearly all actives have a fitted effect of over 55% in size; many of its hits are not listed in these tables
Target sequence (P18054 whole entry, looked up): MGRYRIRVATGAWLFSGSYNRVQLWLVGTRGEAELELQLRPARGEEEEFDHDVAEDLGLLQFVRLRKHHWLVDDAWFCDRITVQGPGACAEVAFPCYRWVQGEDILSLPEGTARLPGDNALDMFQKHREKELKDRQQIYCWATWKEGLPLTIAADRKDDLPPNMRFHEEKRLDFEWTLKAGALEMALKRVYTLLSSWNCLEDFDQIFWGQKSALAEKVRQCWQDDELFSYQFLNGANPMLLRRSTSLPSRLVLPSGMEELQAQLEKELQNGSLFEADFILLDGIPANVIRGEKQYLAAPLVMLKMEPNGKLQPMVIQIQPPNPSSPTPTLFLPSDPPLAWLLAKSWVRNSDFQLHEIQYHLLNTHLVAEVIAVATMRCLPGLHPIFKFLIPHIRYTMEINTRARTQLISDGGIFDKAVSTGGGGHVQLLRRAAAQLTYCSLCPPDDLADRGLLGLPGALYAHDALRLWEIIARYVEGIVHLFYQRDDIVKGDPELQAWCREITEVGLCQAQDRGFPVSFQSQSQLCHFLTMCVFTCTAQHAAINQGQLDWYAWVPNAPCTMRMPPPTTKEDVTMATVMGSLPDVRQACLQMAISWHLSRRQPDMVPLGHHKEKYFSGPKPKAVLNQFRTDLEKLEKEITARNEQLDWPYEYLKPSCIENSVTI
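Hydroperoxide output read as Fe(III)-xylenol orange absorbance, 573-to-405 nm ratio, after 30 min reaction with 40 uM arachidonic acid. Enzyme: 150 nM purified human 12hLO, 15 min compound preincubation; 25 mM Hepes pH 7.0, room temperature.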
15-hLO-2 inh: inhibitors of human 15-lipoxygenase 2 (ALOX15B) | 110,000 tested, 0.56% active | Potency, µM (titrated, usually from 57.1 µM), for inactives: top-dose activity change, negative = inhibition, actives largely listed as inhibitors | purified 15hLO-2, xylenol orange hydroperoxide absorbance | AID 881 | O15296; also: potency is read from the fitted curve at half-maximal effect; nearly all actives have a fitted effect of over 60% in size; many of its hits are not listed in these tables
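Purified human 15hLO-2 (50 nM final) preincubated with compounds 15 min at room temperature in 25 mM Hepes pH 7.5, 0.01% Triton X-100, then 45 uM arachidonic acid added for 90 min; hydroperoxide detected via ferrous/xylenol orange, 573/405 nm absorbance ratio.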
PNC inhibitor: perinucleolar compartment assembly inhibition | PC3M PTB-GFP, PNC prevalence imaging, 16 h; stronger effect = lower value | AID 2417 | 140,000 tested, 3.1% active | activity change (PNC), negative = inhibition, % at 10 µM;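 active = readout at or below -70, meaning at least 70% loss of cells showing the perinucleolar compartment, a nuclear body marking cancer cells; inconclusive = readout between -30 and a set limit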;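 also: plate controls were DMSO wells for no effect and camptothecin positive control wells for full effect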
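Compounds are pinned in duplicate onto adhered PC3M cells stably expressing GFP-tagged PTB and incubated 16 h at 37 C. Cells are then fixed, nuclei stained with Hoechst, and PNC-positive cells counted.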
* marks the source's active call; other numbers are inactive results; ? = inconclusive; nt = no result given; & = joins results of further samples; [ ] = remark or other dose. Unless noted, calls follow the shape of the dose curve; as a rule, active = well fitted curve in the direction sought with a large enough effect; inconclusive = small, poorly fitted or top-dose-only effect, or another doubt; inactive = no such curve, though single readings can be large; an effect the other way counts as inactive or inconclusive. Unless noted, % is scaled to controls: 0 for no effect and ±100 for the full control effect. An excerpt (hit frequency here may not be typical).

IMPase cell inh | 12-hLO inh | 15-hLO-2 inh | structure | PNC inhibitor
5 | 2% | 8% | CCn1c(=O)c2c(nc3n2CCS3)n(C)c1=O | -24
5 | -5% | 15% | CN(C)Cc1c(O)ccc2occ(C(=O)c3ccccc3)c12 | 19
0 | -9% | -7% | O=c1c2c(n3nnnc3n1Cc1ccccc1)-c1ccccc1CC21CCCC1 | ?
8 | -2% | 7% | CCOC(=O)C(Cc1ccc(NC(=O)/C(=C/c2ccc(OC(C)=O)cc2)NC(C)=O)cc1)N1C(=O)c2ccccc2C1=O (centres undefined) | ?
-3 | 0% | -8% | CS(=O)(=O)N1Cc2ccccc2CC1C(=O)Nc1ccccc1C(N)=O (centres undefined) | -29
1 | 2% | -24% | C=CCn1c(NC(=O)CC)c(C(=O)OCC)sc1=S | 1
15 | -9% | 23% | CCN(CC)c1nc2ccccc2c(N)c1-c1ccccc1 | -9
5 | -1% | nt | Cc1cccc(C)c1Nc1ncnc(N)c1[N+](=O)[O-] | ?
11 | -2% | nt | CCc1cccc2c(C(=O)COC(=O)c3ccccc3)c[nH]c12 | 19
nt | 1% | nt | CSc1nsc(SCC(=O)Nc2nc3ccccc3s2)n1 | -12
-1 | -5% | -9% | Cc1cc(C)cc(Nc2ncc3c(n2)CCCC3=O)c1 | 27
6 | -4% | -1%[2.29 µM] | CC(=Nc1cccc(O)c1)c1sc2ccccc2c1O | 25
-2 | -3% | -4% | O=C(c1ccco1)N(CC1CCCO1)c1nc(-c2ccccc2)cs1 (centres undefined) | -25
4 | -2% | 1% | COc1ccc(C(=O)NC2=C(C#N)CCC2)cc1OC | -23
nt | 0% | nt | COc1cc(/C=C/C(=O)N2CCCC2)cc(OC)c1OC | ?
-1 | -7% | 15% | CCOC(=O)c1ccc(-c2cccc(C(F)(F)F)c2)nc1C | -1
0 | 5% | -5% | Cn1cnc(S(=O)(=O)N2CCc3ccccc32)c1 | 8
-5 | -1% | -2% | Cc1ccc(SCCNS(C)(=O)=O)cc1 | -10
-4[20.6 µM] | 1%[25.6 µM] | 3%[25.6 µM] | NS(=O)(=O)c1cc(C(=O)O)cc(N2CCCC2)c1Oc1ccccc1 | nt
2 | -5% | 7% | O=C1C2CCCN2C(c2cccc(F)c2)N1c1cccc(Cl)c1 (centres undefined) | 26
7[20.6 µM] | -2% | 32%[activator] | COc1cc(NS(=O)(=O)c2ccc(N)cc2)nc(OC)n1 | 27
-7 | 1% | nt | O=C(COC(=O)c1ccc2c(=O)n3c(nc2c1)CCC3)Nc1ccccc1F | 29
? | -9% | -12% | Cc1nc2sc3c(c2c(=O)o1)CCCC3 | -28
2 | 1% | -4% | Cc1ccc(NC(=O)CCn2nc(C)cc2C)cc1 | 27
3 | -7% | -7% | CC(=O)C1=NN(c2ccccc2)C2(S1)S/C(=C\c1ccccc1)C(=O)N2c1ccccc1 (centres undefined) | -10
nt | -7% | nt | COc1ccc(-c2nc(S(=O)(=O)c3ccccc3)c(N3CCOCC3)o2)cc1 | 5
2[1.84 µM] | 2% | 4%[11.4 µM] | Cc1ccc(SCC(=O)c2sc(-c3ccccc3)nc2C)cc1 | ?
7 | 6% | 10% | CCn1cc(C(=O)NCc2ccccn2)c(=O)c2cc(F)c(N3CCN(C)CC3)cc21 | 1
nt | 2% | nt | CCOC(=O)C1=C(C)N(Cc2ccc(C(=O)O)cc2)C(=O)NC1c1ccc([N+](=O)[O-])cc1 (centres undefined) | 47
39[activator] | 3% | 33%[activator] | CC(CN1CCN(C)CC1)OC(=O)c1ccc(Cl)cc1Cl (centres undefined) | -19

At a glance, part of the list above:
IMPase cell inh | 12-hLO inh | 15-hLO-2 inh | structure | PNC inhibitor
6 | -4% | -1%[2.29 µM] | CC(=Nc1cccc(O)c1)c1sc2ccccc2c1O | 25
-2 | -3% | -4% | O=C(c1ccco1)N(CC1CCCO1)c1nc(-c2ccccc2)cs1 (centres undefined) | -25
4 | -2% | 1% | COc1ccc(C(=O)NC2=C(C#N)CCC2)cc1OC | -23
nt | 0% | nt | COc1cc(/C=C/C(=O)N2CCCC2)cc(OC)c1OC | ?
-1 | -7% | 15% | CCOC(=O)c1ccc(-c2cccc(C(F)(F)F)c2)nc1C | -1
0 | 5% | -5% | Cn1cnc(S(=O)(=O)N2CCc3ccccc32)c1 | 8
-5 | -1% | -2% | Cc1ccc(SCCNS(C)(=O)=O)cc1 | -10
-4[20.6 µM] | 1%[25.6 µM] | 3%[25.6 µM] | NS(=O)(=O)c1cc(C(=O)O)cc(N2CCCC2)c1Oc1ccccc1 | nt
2 | -5% | 7% | O=C1C2CCCN2C(c2cccc(F)c2)N1c1cccc(Cl)c1 (centres undefined) | 26
7[20.6 µM] | -2% | 32%[activator] | COc1cc(NS(=O)(=O)c2ccc(N)cc2)nc(OC)n1 | 27
-7 | 1% | nt | O=C(COC(=O)c1ccc2c(=O)n3c(nc2c1)CCC3)Nc1ccccc1F | 29
? | -9% | -12% | Cc1nc2sc3c(c2c(=O)o1)CCCC3 | -28
2 | 1% | -4% | Cc1ccc(NC(=O)CCn2nc(C)cc2C)cc1 | 27

More results:
IMPase cell inh | 12-hLO inh | 15-hLO-2 inh | structure | PNC inhibitor
7 | 0% | nt | CC(C)CNC(C(=O)Nc1ccc([N+](=O)[O-])cc1Br)c1ccccc1 (centres undefined) | -18
2 | -6% | -14% | O=C1/C(=C\Nc2ccc(Cl)cc2)CCN1c1ncccn1 | 27
2 | -9% | -5% | CSc1ccccc1NC(=O)CSCc1ccccc1Br | -10
-3 | -5% | 0% | Cc1ccc(C2NC(=O)Cc3ccccc32)cc1 (centres undefined) | 17
-1 | -27% | -16% | CNc1sc(C(=O)c2cccs2)c(N)c1-c1nc2ccccc2s1 | 26
nt | -3% | nt | Nc1nc(/C=C/c2ccc(F)cc2)nc(-c2ccccc2O)n1 | 28
? | -11% | -7% | O=c1c(O)c(-c2ccc(O)c(O)c2)oc2c(OC[C@@H]3O[C@@H](O)[C@@H](O)[C@H](O)[C@H]3O)c(O)cc(O)c12 | nt
-5 | 0% | -3% | Fc1ccccc1-c1nnc2c3ccccc3nc(N3CCOCC3)n12 | 30
-5 | 0% | -17% | CCCN1C2=C(C(=O)CC(C)(C)C2)C(c2ccc(F)cc2)C2=C1c1ccccc1C2=O (centres undefined) | 50
4 | 1% | 2% | COC(=O)c1cc2nc(-c3ccc(OC)cc3)cc(C(F)(F)F)n2n1 | 49
6 | 1% | 4% | CCC(CC)C(=O)Nc1nc(-c2ccc3c(c2)CCN3C(=O)C2CC2)c(C)s1 | 21
6 | 7% | nt | CC(C)NCC(O)COCCOc1ccc(C(C)(C)C)cc1 (centres undefined) | ?
6 | 4% | 14% | Cc1ccc(S(=O)(=O)Cc2ccc(C(=O)NCCCN3CCCC3=O)o2)cc1 | 31
0 | -22% | -17% | CN(C(=O)NC(=O)C1=C(N2CCOCC2)/C(=C/c2ccccc2)CC1)S(C)(=O)=O | -6
7 | -3% | 6% | COc1ccccc1NC(=O)COc1ccc(CO)cc1Cl | 2
? | -15% | -4% | CCOC(=O)CSC1=C(C#N)C(c2ccc(Cl)cc2)C(C(=O)OC)C(=O)N1 (centres undefined) | ?
4 | 0% | -4% | CC(C)c1ccc(NS(=O)(=O)c2cn(C)c(=O)n(C)c2=O)cc1 | 9
7 | 1% | 16% | COc1ccc(-c2cnc(OC(C)(C)C)nc2OC(C)(C)C)cc1OC | -27
-14 | -2% | nt | CCc1nnc(NC(=O)[C@@H](NC(=O)c2cccc(C)c2)C(C)C)s1 | -15
6 | -1% | 11% | O=C(C1CCCCC1)N1CCC(c2nc3ccccc3[nH]2)CC1 | 36
nt | -3%[11.4 µM] | -3%[11.4 µM] | CSc1nnnc2ccccc12 | nt
-2 | 1% | 48%[activator] | Cc1ccc(S(=O)(=O)Nc2ccc3c(c2)nc(CN2CCCC2)n3C)cc1 | 47
-2 | -5% | 11% | COc1cccc(N=c2oc3ccccc3cc2-c2nc3ccccc3[nH]2)c1 | -6
nt | -6% | nt | COc1cc(C2CC(=O)c3cnc(NC(C)=O)nc3C2)cc(OC)c1OC (centres undefined) | 3
nt | -5% | nt | C=CCc1cc(/C=C2/NC(=O)N(CC)C2=O)cc(OCC)c1OCc1ccc(C(=O)O)cc1 | -2
-10 | 2% | nt | Cc1ccc(NCN2C(=O)C(=O)c3ccccc32)nc1 | ?
nt | -1% | nt | Cc1cc(/C=C(\C#N)C(=O)NC2CC2)c(C)[nH]1 | 2
-1 | 7% | 7% | CCCC(=O)Nc1cc(=O)n(C)c(=O)n1C | 30
? | -2% | nt | O=C(NCc1ccccc1)N1CCn2c(nc3ccccc32)C1 | ?
-7 | 3% | -3% | Cc1nn(C)cc1CNC(=O)C1C2CCC(O2)C1C(=O)O (centres undefined) | -5

2 entries from above, as tab-separated lines:
SMILES	IMPase cell inh	12-hLO inh	15-hLO-2 inh	PNC inhibitor
CSc1nnnc2ccccc12	nt	-3%[11.4 µM]	-3%[11.4 µM]	nt
CC(C)NCC(O)COCCOc1ccc(C(C)(C)C)cc1 (centres undefined)	6	7%	nt	?

Later entries:
IMPase cell inh | 12-hLO inh | 15-hLO-2 inh | structure | PNC inhibitor
6 | 8% | 0% | O=C(NCCO)C(F)(F)C(F)(F)C(F)(F)OC(F)(C(=O)NCCO)C(F)(F)F (centres undefined) | 22
nt | -2% | nt | CCN(CC)S(=O)(=O)c1cc(NC(=O)COC(=O)CCC(=O)c2ccc(F)cc2)ccc1C | -25
8 | -6% | -6% | O=C(c1cccs1)N1CCn2c1nc1ccccc12 | 4
nt | -1% | nt | O=C(COC(=O)c1ccc(S(=O)(=O)NCc2ccco2)cc1)Nc1ncc(Cl)cc1Cl | 33
-18 | -29% | -2% | Cc1ccc(-n2c(C)nc3oc4ccccc4c(=O)c3c2=O)cc1 | 17
-4 | 2% | -1% | COc1ccc(C2C(C(=O)N3CCOCC3)CCC(=O)N2c2ccc(OC)cc2)cc1 (centres undefined) | ?
9 | -7% | -22% | CC(C)CN(CC(C)C)S(=O)(=O)c1cc([N+](=O)[O-])ccc1N1CCCCCC1 | -6
1 | 1% | 1% | CCOC(=O)N1CCN(C(=O)c2ccc3nc(C)sc3c2)CC1 | 2
-9 | -3% | -7% | O=C(CN1c2cccc3cccc(c23)S1(=O)=O)N1CCOCC1 | ?
-13 | -3% | 6% | CCCNC(=O)Cn1cnc2sc(C(=O)Nc3cc(OC)c(OC)c(OC)c3)c(C)c2c1=O | 40
8 | -3% | -1% | CCSc1nc2c([nH]c3ccccc32)c(=O)n1C | -15
1 | 0% | -17% | Cc1cc(-c2nn3c(-c4ccccc4)nnc3s2)c2ccccc2n1 | ?
3 | 1% | 11% | CN1CCN(C(=O)C2CC(c3ccc(F)cc3)=NO2)CC1 (centres undefined) | 14
2 | 0%&-8% | -7%&35% | NC(N)=NC(=O)c1nc(Cl)c(N2CCCCCC2)nc1N | nt
6 | -12% | -3% | COc1ccc(CN2C(=O)[C@@H]3C(c4ccc(F)cc4)=NO[C@@H]3C2=O)cc1 | ?
? | -2% | nt | COC(=O)c1ccccc1NC(=S)N(Cc1ccc2c(c1)OCO2)Cc1cc2cc(C)ccc2[nH]c1=O | -4
2 | -3% | -1% | COc1cc(OC)c(-c2nc3cnccc3n2C)cc1OC | -12
13 | -3% | -3% | COc1cccc(C(O)CC(N)=O)c1 (centres undefined) | 26
-4 | -1% | -10% | COc1ccc(C(=O)NNC(=O)Cc2ccc(-c3ccccc3)cc2)cc1OC | 14
nt | -2% | nt | Cc1c(C(=O)Nc2ccc(Cc3ccncc3)cc2)cccc1[N+](=O)[O-] | 63
? | -17% | nt | CCCCOC(=O)C1CN(c2ccccc2)N=C1C(=O)OCC (centres undefined) | ?
